# FBW7 activator = human FBW7 E3 ligase activation, primary screen | AlphaScreen FBW7–phospho-cyclin E peptide binding, activator screen | normalized activity (activation), % at 26.1 µM | 0.13% of 650,000 active | AID 1259310; in the data active = normalized activity above about 1.9%;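 note: purified mutant Fbw7 with reduced substrate affinity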
# Target sequence (Q969H0 whole entry, looked up): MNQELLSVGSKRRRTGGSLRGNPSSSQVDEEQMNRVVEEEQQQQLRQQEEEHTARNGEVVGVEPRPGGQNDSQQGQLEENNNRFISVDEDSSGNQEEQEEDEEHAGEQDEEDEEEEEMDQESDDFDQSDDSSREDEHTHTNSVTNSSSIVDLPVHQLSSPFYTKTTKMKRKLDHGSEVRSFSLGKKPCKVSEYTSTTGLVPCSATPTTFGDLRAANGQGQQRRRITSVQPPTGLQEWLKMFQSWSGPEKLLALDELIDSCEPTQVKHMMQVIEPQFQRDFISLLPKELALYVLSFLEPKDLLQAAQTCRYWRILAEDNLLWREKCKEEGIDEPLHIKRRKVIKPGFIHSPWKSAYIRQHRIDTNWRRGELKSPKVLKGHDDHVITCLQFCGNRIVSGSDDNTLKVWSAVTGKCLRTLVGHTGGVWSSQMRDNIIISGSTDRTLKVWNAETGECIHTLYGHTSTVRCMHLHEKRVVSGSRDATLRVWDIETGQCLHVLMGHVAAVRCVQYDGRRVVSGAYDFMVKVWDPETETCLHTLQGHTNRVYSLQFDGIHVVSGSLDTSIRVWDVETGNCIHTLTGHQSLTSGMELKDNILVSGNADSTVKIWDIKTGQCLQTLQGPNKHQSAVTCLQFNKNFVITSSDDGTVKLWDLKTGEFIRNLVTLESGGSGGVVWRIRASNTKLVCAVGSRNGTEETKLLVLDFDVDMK
# TEAD-YAP block = TEAD-YAP interaction inhibition; AID 1259422; inhibition, % at 9.12 µM; HEK-TIYL cells, TEAD-Gal4/YAP UAS-luciferase luminescence; 1.4% of 640,000 active; in the data active = inhibition above about 32%;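 note: 0% = median of test compound wells and 100% = reference inhibitor wells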
# GPR151 activ = activators of human GPR151; Q8TDV0; PathHunter beta-arrestin GPR151 cells, luminescence; activation, % at 11.2 µM; 1% of 650,000 active; in the data active = activation above about 4.9%;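 note: 0% = median of compound wells and 100% = cells with positive control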
# MITF inh = blocks human microphthalmia-associated transcription factor. AID 1259374. inhibition, % at 2.6 µM. O75030. AlphaScreen MITF homodimerization, bead proximity signal. 0.91% of 650,000 active; in the data active = inhibition above about 50%;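 note: 0% = vehicle wells with protein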
# The depositor's hits bear a star.
molecule	FBW7 activator	TEAD-YAP block	GPR151 activ	MITF inh
Cc1ccc(OCC(=O)Nc2ccc(-c3nn4c(C)nnc4s3)cc2)cc1	0.0	1	0.0	9
CN=c1scc(-c2cc(OC)ccc2OC)n1/N=C(\C)c1cccs1	-0.2	-5	-1.9	32
CCCOc1ccc(/C=C/C(=O)Nc2sc(C(=O)OCC)c(C)c2C(=O)OCC)cc1OC	0.0	7	1.6	3
COc1ccccc1CCNC(=O)Cc1csc(Nc2ccccc2)n1	0.0	0	1.3	-5
COc1ccc(C(=O)N2CCN3C(=O)[C@@H](C(C)C)NC(=O)[C@H]3C2)cc1	1.3	-1	0.1	18
N/C(=N\c1nc2ccccc2o1)NC(=O)c1ccc(Cl)cc1Cl	-0.1	2	1.2	8
Cc1nc2cc3c(cc2c(C)c1C(=O)N1CCOCC1)OCO3	-0.1	-21	-0.1	-3
CC(C)N(C)Cc1nnnn1CC(=O)N1CCCCC1c1cccnc1 (stereo unspecified)	0.1	10	0.9	7
CC1CCCCN1C(=O)c1cc2nc(-c3ccc([N+](=O)[O-])cc3)cc(C(F)(F)F)n2n1 (stereo unspecified)	0.2	9	-0.1	10
Cc1ccc(-n2c(SCC(=O)c3cccc([N+](=O)[O-])c3)nc3[nH]ncc3c2=O)cc1Cl	0.1	13	-1.3	22
Cc1nnc(SCC(=O)c2ccc([N+](=O)[O-])cc2)n(N)c1=O	-0.2	6	-1.3	7
O=C(NCc1cccc(Cl)c1)c1ccc2c(=O)n(Cc3ccc(Cl)cc3)c(=S)[nH]c2c1	-0.2	-4	1.0	4
Cc1ccc(S(=O)(=O)N(CC(=O)NC(C)C)c2cc(C)ccc2C)cc1	-0.1	-1	2.2	-1
Cc1ccccc1-c1cnnc(NCc2cn3c(C)c(C)sc3n2)n1	-0.1	-3	-0.4	21
Cc1c(NC(=O)CC(F)(F)F)c(=O)n(-c2ccccc2)n1C	0.2	11	0.0	14
CCC(C)NC(=O)c1c[nH]c2ccc(S(=O)(=O)N3CC(C)CC(C)C3)cc2c1=O (stereo unspecified)	0.1	-8	1.9	-7
COc1cccc(/C=C2/SC(=S)N(C(C)C(=O)O)C2=O)c1OC (stereo unspecified)	0.1	-2	-0.6	9
O=C(O)c1ccccc1C(=O)NCC(F)(F)C(F)(F)C(F)(F)C(F)F	0.1	4	0.5	14
O=C(O)CCC(=O)N1N=C(c2ccc(Cl)cc2)CC1c1ccc(Cl)cc1 (stereo unspecified)	0.0	4	2.4	4
Cc1cc2nc(NC3=NCN(C(C)C)CN3)nc(C)c2cc1C	0.3	4	0.3	2
CCc1nnc(N/N=C/c2ccc3c(c2)OCO3)n1N	-1.2	-18	-0.6	-5
O=C(NCc1ccc(Cl)cc1)C1CCN(c2nnc(N3CCCC3=O)s2)CC1	-0.1	9	1.6	2
CCSc1nc2ccc(NC(=O)CSc3nc4ccccc4[nH]3)cc2s1	0.1	2	0.2	-3
Nc1nc(NCc2ccccc2)cc(-c2ccc(N3CCOCC3)nc2)n1	0.1	2	1.8	10
O=C(CN1CCN(Cc2nc(-c3ccco3)cs2)CC1)NCCc1ccccc1	-0.1	3	-1.1	76*
Cc1cc(C)c(S(=O)(=O)Nc2cc(C)ccc2C)c(C)c1	0.6	-10	-1.2	0
COc1cc(Nc2nc(-c3ccccc3)ncc2C)cc(OC)c1OC	-0.3	17	-0.3	9
Cc1ccccc1NC(=O)NC1(C(F)(F)F)Oc2ccc(Cl)cc2O1 (stereo unspecified)	0.0	4	-0.1	29
CC(=O)c1ccccc1NC(=O)COC(=O)CCC(=O)c1ccc(C(C)(C)C)cc1	-0.1	-6	-0.7	-4
CC(C)NC(=O)C1CCN(C(=O)N2CCOc3ccc(Cl)cc32)CC1	-0.1	7	-2.0	8
c1cncc(-c2nc3c4ccccc4nc(N4CCc5ccccc5C4)n3n2)c1	-0.1	-3	0.2	8
CCOc1ccc(-n2c(=O)[nH]cc(C(=O)Nc3ccc(C(N)=O)cc3)c2=O)cc1	-0.1	0	0.0	-5
CCc1nnc2c3c4c(sc3nc(C)n12)CCC4	0.5	1	-0.6	-3
CC(=O)Nc1nnc(CCS(=O)(=O)c2ccc(C)c(C)c2)s1	0.8	-5	-2.1	0
CC1CCN(C(=O)c2cc3c(=O)n4ccccc4nc3n2C)CC1	1.6	-42	0.2	10
CCOC(=O)Cc1csc(N/N=C\c2ccc(N(C)C)cc2)n1	-0.1	-1	-0.3	9
O=C(COc1ccccc1Br)NCc1ccccc1	0.2	-17	2.1	-17
COC(=O)C1(C(F)(F)F)N=C2C=CC(C)=CN2C(c2ccc(Cl)cc2)=N1 (stereo unspecified)	-0.1	13	-0.2	4
OCCNc1nnc(Cl)c2ccccc12	-0.3	-13	0.0	-3
CC(C)NC(=O)c1ccc(C(=O)NC(C)C)cc1	0.1	14	0.2	12
O=C(Nc1cc(Cl)ccc1Cl)/C(=C/c1ccccc1)NC(=O)c1ccccc1	-0.1	4	0.9	-1
O=C(c1ccccc1)c1nn2c(nc(=O)c3ccccc32)s1	-0.1	3	1.0	19
Cc1ccc2nc(NC(=O)CSc3nnc4[nH]c(=O)cc(C)n34)sc2c1	0.1	1	1.4	-6
CCN(CCCNC(=O)Cn1ncc2c1-c1ccccc1OC2)c1cccc(C)c1	-0.5	9	0.3	-6
CCOC(=O)C1=C(C)N=c2s/c(=C\c3ccc(N(CC)CC)cc3)c(=O)n2C1c1ccccc1 (stereo unspecified)	0.0	4	-0.9	8
CCc1c(C(=O)N/N=C/c2ccc(OCC(N)=O)c(OC)c2)nnn1-c1nonc1N	0.2	8	0.3	14
Cc1[nH]n(-c2ccccc2)c(=O)c1C(=NCc1ccccc1)c1ccccc1	0.0	27	0.1	7
C=CCNC(=O)CSc1nc(O)c(C(C)CC)c(=O)[nH]1 (stereo unspecified)	0.8	3	-0.3	16
COc1ccccc1NC(=O)CSc1nc2ccccc2c(=O)n1Cc1cccs1	0.1	3	-0.1	15
CCc1ccc(NC(=O)COC(=O)CCC2CCCC2)cc1	0.0	15	-0.7	-9
Cc1cc2c(cc1C)N(C(=O)c1cccc(F)c1)C(C)(C)c1ssc(=S)c1-2	0.0	-1	0.1	9
CCOC(=O)c1cc(CC)sc1NC(=O)c1cc(OC)c(OC)c(OC)c1	0.1	4	-1.4	11
COc1cccc(Cn2cccc(NC(=O)Nc3ccc(C#N)cc3)c2=O)c1	-0.2	15	0.2	2
C/C(=N\NC(=S)NCCc1ccccc1)c1ccc(O)cc1O	-0.1	0	2.8	29
CC(C)N(C(=O)COC(=O)c1ccc([N+](=O)[O-])o1)c1ccccc1	0.4	5	1.7	9
O=C(Cc1cccc2ccccc12)OCC(=O)c1ccc([N+](=O)[O-])cc1	0.1	-3	0.3	1
O=C(COc1ccccc1)NCCSc1c[nH]c2ccccc12	0.2	-8	0.7	-12
CN(C)c1ccc(-c2cnc3c(N4CCN(C(=O)c5ccco5)CC4)nccn23)cc1	1.0	-32	-0.1	-7
CN1CCC(Oc2cc(-c3cn[nH]c3)ccc2NC(=O)[C@@](C)(O)c2ccc(Br)cc2)CC1	-0.3	-3	-0.8	3
O=c1c2ccccc2nc(SCc2cccc([N+](=O)[O-])c2)n1CCC1=CCCCC1	0.2	2	2.2	1

# Compound profiles, from the list above. Screens in order: FBW7 activator	TEAD-YAP block	GPR151 activ	MITF inh
# Shown for CCc1nnc2c3c4c(sc3nc(C)n12)CCC4 : 0.5	1	-0.6	-3
# Shown for CC(C)N(C(=O)COC(=O)c1ccc([N+](=O)[O-])o1)c1ccccc1 : 0.4	5	1.7	9
# Shown for CC1CCN(C(=O)c2cc3c(=O)n4ccccc4nc3n2C)CC1 : 1.6	-42	0.2	10
# Shown for c1cncc(-c2nc3c4ccccc4nc(N4CCc5ccccc5C4)n3n2)c1 : -0.1	-3	0.2	8

# New compounds follow.
molecule	FBW7 activator	TEAD-YAP block	GPR151 activ	MITF inh
COc1ccccc1CN1CCNC(=O)C1CC(=O)NCc1cc2ccccc2s1 (stereo unspecified)	0.0	-7	-0.4	-19
O=C(COC(=O)c1ccc(Cl)cc1)NC(=O)NC1CCCC1	0.1	-22	0.2	2
Cn1c(=O)c2c(nc(NCCO)n2Cc2ccc(Cl)cc2Cl)n(C)c1=O	-0.1	-11	-0.8	2
COc1ccc(C(=O)N/C(=C/c2ccc([N+](=O)[O-])cc2)C(=O)Nc2ccc(Br)cc2)c(Cl)c1	0.1	-15	0.9	11
CN1CCN(C(=O)c2cc(-c3cccs3)n(CC(=O)Nc3ccc(F)cc3F)n2)CC1	-0.3	15	3.0	-9
COc1ccc2nc3sc(C(=O)Nc4ccc(OC)c(OC)c4)c(N)c3cc2c1	0.0	9	-0.9	19
CC1CCCN(Cc2ccc(C(=O)NC3CCC(O)CC3)c(=O)[nH]2)C1 (stereo unspecified)	0.0	-10	1.0	-5
Cc1cc(C)c(S(=O)(=O)Nc2ccccc2I)c(C)c1	0.0	-6	0.2	11
Cc1ccccc1NC(=O)COc1cc(Cl)ccc1Cl	-0.1	2	0.5	1
COc1cccc(OC)c1C(=O)NC(=S)Nc1cccnc1	0.2	7	1.2	13
CCNC(=O)CN(c1ccccc1Cl)S(C)(=O)=O	0.2	0	1.5	-3
Cc1ccc(C(C)CCN2CCC3(CC2)CC3C(=O)N2CCc3ccccc3C2)o1 (stereo unspecified)	-0.2	0	0.4	-12
Nc1nc(NCCN2CCOCC2)nc2c1ncn2-c1ccsc1	0.0	4	0.5	-1
CN1CCN(c2ccc(C(=O)O)cc2[N+](=O)[O-])CC1	0.0	-3	-1.8	1
O=C1NCCN(CCCc2ccccc2)C1CC(=O)N1CCCCCCC1 (stereo unspecified)	0.0	-2	1.0	-6
Cc1nc2c(c(=O)[nH]1)CCN(Cc1ccccc1)C2	0.4	18	-0.9	13
Cc1c(NC(=S)NNC(=O)c2ccccc2)c(=O)n(-c2ccccc2)n1C	0.9	-22	2.4	34
COc1ccc(/C=N/n2c(SC)nnc(C(C)(C)C)c2=O)cc1OC	0.1	-1	6.2*	5
CN(C)CCCN1C(=O)c2oc3ccc(F)cc3c(=O)c2C1c1cccnc1 (stereo unspecified)	-0.1	10	-1.3	6
CC(=O)N1CCC(N(CCCOC(C)C)C(=O)Nc2ccc(C)c(C)c2)CC1	0.0	-10	3.4	6
COc1ccc(C2Sc3ccccc3NC3=C2C(=O)c2ccccc23)cc1 (stereo unspecified)	-0.2	-5	1.4	10
CC[C@H](Cn1nnn(-c2ccccc2)c1=O)NC(=O)c1cnccn1	0.0	-1	1.1	2
COc1cccc(C(=O)N2CC[C@@H]3[C@H](CCCN3C(=O)CCc3cccs3)C2)c1	-0.1	-6	-0.8	-17
Cc1cc(OCC(=O)N2CCN(c3ccccc3)CC2)ccc1Cl	0.1	7	2.2	3
CCCN(C(=O)Cc1c(C(=O)O)n(C)c2ccccc12)c1cccc(Cl)c1	-0.1	6	0.8	7
O=C1c2ccccc2NC(c2cccc(Br)c2)N1c1ccc(I)cc1 (stereo unspecified)	0.1	-52	0.7	5
C(=N/Nc1nccs1)/c1cccc(OCc2ccccc2)c1	-0.1	-34	0.5	2
CCN(CC)c1ccc2cc(C(=O)Nc3ccccc3F)c(=O)oc2c1	-0.1	8	-0.7	-7
O=S(=O)(c1cccc(Cl)c1)N1CCC2(CC1)Nc1ccccc1-n1cccc12	-0.1	4	2.4	8
CCOC(=O)c1[nH]c(C)c(C(=O)CC(C)(C)C)c1C	0.1	-26	4.2	-2
Cc1c(C(=O)NCc2cccnc2)oc2ccc(S(=O)(=O)N3CCOCC3)cc12	0.1	-2	0.2	-10
CCN1C(=O)c2ccccc2S(=O)c2ccc(C(=O)N3CCN(C)CC3)cc21 (stereo unspecified)	0.4	-3	0.4	-1
CC(C)[C@H]1CN(Cc2ccccc2F)CCN1C(=O)c1cnccn1	0.2	0	0.9	-9
O=C(Cn1ncc2c3ccccc3n(Cc3ccccc3)c2c1=O)NCc1ccco1	0.2	4	-0.8	7
CC(=O)Nc1nnc(CC(=O)N/N=C/c2ccccc2)s1	0.2	-9	1.2	-23
Cc1cn2c(=O)c(C(=O)Nc3ccccc3F)cnc2s1	-0.1	-64	0.0	2
COc1cc(NC(=O)c2cccc(-n3cc(NC(=O)Nc4ccc(-c5ccccc5)cc4)cn3)c2)cc(OC)c1OC	0.1	-12	0.8	-5
Nn1c2ccccc2n2cc(-c3ccccc3)cc12	0.2	18	-2.4	-2
CC1=C(C(=O)Nc2ccc(C)cc2C)C(c2ccc(Br)cc2)NC(=O)N1 (stereo unspecified)	0.8	3	-0.5	9
COCCNC(=O)c1ccc(-n2c(C)cc3c2CCCCC3)cc1	1.0	2	-2.5	10
COc1cc(/C=C2/N=C(c3ccc(Cl)c([N+](=O)[O-])c3)OC2=O)cc(OC)c1OC	0.4	4	-1.5	15
C=CCn1c(SCC(N)=O)nnc1-c1ccc(Br)cc1	0.6	0	6.2*	19

# Looked up by structure from the entries so far:
molecule	FBW7 activator	TEAD-YAP block	GPR151 activ	MITF inh
C=CCn1c(SCC(N)=O)nnc1-c1ccc(Br)cc1	0.6	0	6.2*	19
CC(C)[C@H]1CN(Cc2ccccc2F)CCN1C(=O)c1cnccn1	0.2	0	0.9	-9

# Source: PubChem

# This is a random part of the collection, and some 3.5% of all compounds hit somewhere here.
